Source: PubChem
TNAP inh hiacc = TNAP (human) inhibition, high acceptor; P05186; purified TNAP, CDP-star luminescence, 1 M DEA; inhibition, % at 20 µM; actives 0.03% (n = 200,000); AID 1135;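 active = over 50% inhibition of tissue-nonspecific alkaline phosphatase at 20 µM in the single-dose screen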;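 also: plate controls were DMSO wells for no effect and EDTA-quenched wells as full inhibition for full effect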
TNAP inh noacc = inhibitors of human TNAP without phosphate acceptor. P05186. actives 0.26% (n = 200,000). inhibition, % at 20 µM. AID 1012. purified TNAP, CDP-star luminescence, 30 min;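 active = tissue-nonspecific alkaline phosphatase inhibition above about 50% at 20 µM in the single-dose screen, limit read from the data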;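 also: 0% = DMSO negative control and 100% = EDTA positive control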
Diaphorase inh = counter-screen for diaphorase-based assays: diaphorase inhibitors and chemical oxidizers | inhibition, % at 20 µM | actives 0.69% (n = 190,000) | AID 1217 | diaphorase resazurin-to-resorufin fluorescence, NADH, 16 min; bacterial (C. kluyveri) enzyme, not human;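 active = primary screen inhibition at 20 µM above a set limit, cut at about 50% in these data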;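 also: plate controls were DMSO with full reaction for no effect and wells lacking NADH for full effect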
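controls = No-NADH positive control and DMSO neutral control | system = Clostridium kluyveri diaphorase enzyme | timing = reaction incubation of 16 min at room temperature | signal = resorufin fluorescence 544/590 nm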
Efa HMGR inh = inhibitors of class II HMG-CoA reductase from Enterococcus faecalis; inhibition, % at 10 µM; AID 1066; actives 0.41% (n = 190,000); purified E. faecalis HMGR, NADPH absorbance 340 nm kinetic;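 active = inhibition above a set limit, the median over all tested compounds plus 3 SD, cut at about 9.5% in these data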;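 also: enzyme runs in reverse so mevalonate oxidation gives rising NADPH absorbance; 0% = complete reaction with DMSO and 100% = background rate lacking mevalonate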
PMI act satM6P = activators of human phosphomannose isomerase at near-saturating mannose 6-phosphate; P34949; coupled PMI enzyme assay, resazurin fluorescence, 20 min; stronger effect = higher value; 1 = untreated enzyme, 0 = substrate-free blank; activation factor at 20 µM; actives 0.34% (n = 190,000);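 active = activation factor of 2 or more at 20 µM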
Target sequence (P34949 whole entry, looked up): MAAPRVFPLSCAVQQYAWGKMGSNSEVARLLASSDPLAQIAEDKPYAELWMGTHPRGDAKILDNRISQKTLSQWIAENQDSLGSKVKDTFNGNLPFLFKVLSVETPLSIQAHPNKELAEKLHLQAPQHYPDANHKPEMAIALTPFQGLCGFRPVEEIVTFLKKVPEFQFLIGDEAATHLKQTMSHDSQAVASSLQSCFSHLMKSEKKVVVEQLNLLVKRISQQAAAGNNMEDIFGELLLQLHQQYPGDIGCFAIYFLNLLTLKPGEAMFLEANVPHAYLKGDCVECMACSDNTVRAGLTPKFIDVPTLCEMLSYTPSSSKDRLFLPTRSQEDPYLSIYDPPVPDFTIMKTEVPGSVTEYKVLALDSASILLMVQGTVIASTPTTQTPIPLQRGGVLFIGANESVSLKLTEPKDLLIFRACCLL
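Material: human phosphomannose isomerase with PGI, G6PDH, diaphorase coupling enzymes. Quantity: 15 ng/mL PMI. Medium: HEPES pH 7.4 buffer with MgCl2 and Tween-20. Reagent: Near-saturating mannose-6-phosphate, 1.0 mM. Compound: 20 µM single dose. Times: enzyme reaction with compound 20 min at room temperature. Detection: resorufin fluorescence at Ex 544/Em 590 nm.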
Diaphorase act = activates diaphorase or chemically reduces, flagging diaphorase assay artifacts; Diaphorase/resazurin coupled assay, resorufin fluorescence, 16 min; stronger effect = higher value; 1 = vehicle wells, 0 = NADH-free wells; activation factor at 20 µM; actives 0.005% (n = 190,000); AID 1229;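 active = diaphorase activity raised at least twofold by the compound at 20 µM; inactive = activation factor below 2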
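Material: bacterial diaphorase enzyme (C. kluyveri); amount: enzyme 0.07 U/mL final; reagent: NADH substrate 0.114 mM plus resazurin dye 0.1 mM, final; doses: single compound dose of 20 µM, 1% DMSO final; timing: 16 min enzyme reaction, ambient temperature; measured by: fluorescence of resorufin, 544 nm excitation, 590 nm emission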
TNAP act hiacc = TNAP (human) activation, high acceptor; P05186; purified TNAP, CDP-star luminescence, 1 M DEA, 30 min; stronger effect = higher value; 0 = EDTA background, 1 = DMSO-only activity; activation factor at 20 µM; 200,000 tested, under 10 active;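 active = activation factor at least 2 at 20 µM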
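system = human TNAP | amount = enzyme diluted 1/800 final | reagent = 100 µM CDP-star substrate | signal = luminescent substrate turnover signal | dosing = one dose, 20 µM | benchmarks = EDTA negative control, DMSO positive control | measure = activation factor | timing = 30 min reaction, room temperature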
PMI activator = activators of human phosphomannose isomerase. P34949. purified human PMI, coupled resazurin fluorescence, 20 min; stronger effect = higher value; 1 = vehicle control, 0 substrate-free wells. activation factor at 20 µM. actives 0.005% (n = 190,000);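 active = activation factor of 2 or more at 20 µM, relative to plate controls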
FLuc stim CS = firefly luciferase counter-screen for stimulation assays; P08659; ATPlite luciferase biochemical, luminescence, 10 min; 0 = ATP-free wells, 1 = DMSO control; activation factor at 10 µM; 200,000 tested, under 10 active;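 active = luciferase activation factor, scaled between plate controls, of at least 2 with compound at 10 µM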
Target sequence (P08659 whole entry, looked up): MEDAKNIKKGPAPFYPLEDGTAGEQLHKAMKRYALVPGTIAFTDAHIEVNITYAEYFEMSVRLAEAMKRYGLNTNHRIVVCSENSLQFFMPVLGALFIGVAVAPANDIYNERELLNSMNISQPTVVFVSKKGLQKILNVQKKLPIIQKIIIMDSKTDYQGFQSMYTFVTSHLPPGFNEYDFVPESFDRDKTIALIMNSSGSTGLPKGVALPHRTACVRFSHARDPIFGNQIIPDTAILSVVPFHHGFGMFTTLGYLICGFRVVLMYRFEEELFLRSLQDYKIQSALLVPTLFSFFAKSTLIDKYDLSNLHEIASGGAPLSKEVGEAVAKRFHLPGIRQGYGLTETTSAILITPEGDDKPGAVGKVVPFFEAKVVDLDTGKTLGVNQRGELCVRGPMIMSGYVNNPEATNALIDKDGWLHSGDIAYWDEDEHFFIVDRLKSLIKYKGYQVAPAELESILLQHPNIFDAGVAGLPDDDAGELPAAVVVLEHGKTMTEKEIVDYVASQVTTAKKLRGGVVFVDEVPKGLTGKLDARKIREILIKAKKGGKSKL
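Material: luciferase plus luciferin reagent, cell-free. Medium: PBS buffer for ATP. Also added: ATP substrate, dispensed from a 10.24 µM working solution in PBS. Doses: test compounds dosed from 2 mM stocks in 100% DMSO. Incubation: 10 min post-reagent at room temperature. Technique: light output (luminescence). Read-out basis: luminescence gain marking luciferase activators.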
G6PDH counter = L. mesenteroides G6PDH inhibition counter-screen; inhibition, % at 5 µM; Purified L. mesenteroides G6PDH, diaphorase/resazurin coupled fluorescence, 45 min; actives 0.12% (n = 200,000); in the data active = inhibition above about 50%
The depositor's hits bear a star; · = no result given.

Start of the listing, in advance:
SMILES	TNAP inh hiacc	TNAP inh noacc	Diaphorase inh	Efa HMGR inh	PMI act satM6P	Diaphorase act	TNAP act hiacc	PMI activator	FLuc stim CS	G6PDH counter
O=[N+]([O-])c1ccc2c(c1)C(N1CCOCC1)/C(=C/COc1ccc3ccccc3c1Br)O2 (configuration not stated)	-4.6	-10.3	33.7	0.5	0.8	0.7	1	0.8	1.1	-42.4
Cc1ccc(C)c(NS(=O)(=O)c2ccc(OCC(=O)NCc3cccnc3)cc2)c1	3.1	-1.0	9.9	0.7	0.9	0.9	1	0.8	1	5.4

The whole of this part, from the first entry:
SMILES	TNAP inh hiacc	TNAP inh noacc	Diaphorase inh	Efa HMGR inh	PMI act satM6P	Diaphorase act	TNAP act hiacc	PMI activator	FLuc stim CS	G6PDH counter
O=[N+]([O-])c1ccc2c(c1)C(N1CCOCC1)/C(=C/COc1ccc3ccccc3c1Br)O2 (configuration not stated)	-4.6	-10.3	33.7	0.5	0.8	0.7	1	0.8	1.1	-42.4
Cc1ccc(C)c(NS(=O)(=O)c2ccc(OCC(=O)NCc3cccnc3)cc2)c1	3.1	-1.0	9.9	0.7	0.9	0.9	1	0.8	1	5.4
O=C(CCC1CCCC1)N1CCN(C2CCCC2)CC1	-0.8	-8.0	6.0	-5.5	1	0.9	1	0.9	1.1	0.0
S=c1[nH]nc(COc2ccccc2)n1/N=C/C(Cl)=C/c1ccccc1	0.3	37.7	37.0	3.2	0.9	0.6	1	0.8	1.1	6.9
COc1ccc(F)cc1C(=O)C1CCCN(Cc2cnc(N3CCCC3)s2)C1 (configuration not stated)	-4.2	-7.8	10.3	0.1	0.8	0.9	1	0.9	1	8.7
Cc1nnc(SCC(N)=O)n1CCc1ccccc1	-0.4	-7.5	10.7	-4.5	0.9	0.9	1	1	1.1	3.0
Cc1ccc(S(=O)(=O)CC(O)COc2ccc(F)cc2Cl)c(C)c1 (configuration not stated)	-4.6	-1.3	2.1	-1.0	1	1	1	1	1	16.7
COc1cccc2sc(N(CCN(C)C)C(=O)/C=C/c3cccs3)nc12	5.5	3.2	-9.9	-3.7	1.2	1.1	0.9	1.2	1.1	-0.7
CC(=O)c1c(N2CCCCC2)nc(=S)n(Cc2ccccc2)c1C	-2.3	2.0	17.6	-4.5	1.1	0.8	1	1.1	1	4.7
O=C(C[n+]1cc(-c2ccccc2)n2c1CCC2)c1cccs1	-6.6	-17.2	9.3	-5.8	1.1	0.9	1.1	1.1	1	-1.5
CCn1c(/N=C/c2c[nH]c3ccccc23)nc2ccccc21	-3.6	-8.1	27.6	-5.0	0.9	0.7	1	0.9	0.4	-1.0
Cc1ccc(S(=O)(=O)N2CCC(C(=O)NNC(=O)c3ccccc3)CC2)cc1	-5.0	-22.2	9.7	-7.4	1	0.9	1.1	1	1.1	4.8
Cc1cc2oc(=O)cc(Cn3ncc(Cl)c(Cl)c3=O)c2cc1Cl	-6.1	-4.1	21.3	-2.5	0.9	0.8	1.1	1	1.1	21.8
O=C(/C=C/c1cccc([N+](=O)[O-])c1)Nc1cc(C(=O)O)cc(C(=O)O)c1	2.2	-8.8	2.2	-0.3	1.1	1	1	1.2	1	16.0
CCOC(=O)c1sc(NC(=O)C2CC=CCC2C(=O)O)nc1C (configuration not stated)	-5.8	-10.3	12.4	-3.2	1	0.9	1.1	1	1.1	1.5
COc1cc(/C=N/NC(=S)NCCN2CCOCC2)ccc1O	-2.4	-14.2	12.5	-3.2	1	0.9	1	0.9	1	-10.3
CCCOc1ccc(Cc2c(Cl)nc(SC)nc2N(C)C)cc1	4.2	-10.2	5.1	-7.2	1	0.9	1	0.9	1	-5.3
COc1cc(/C=N/OCC(=O)NC2CCCCC2C)ccc1OCc1ccc(Cl)cc1 (configuration not stated)	-5.5	-5.5	17.6	-0.2	0.9	0.8	1.1	0.9	0.9	-2.2
Cc1ccc(S(=O)(=O)CC(c2ccccc2)N2CCCCC2)cc1 (configuration not stated)	-3.6	-16.6	9.9	-4.3	1	0.9	1	1.1	1.1	6.0
COc1cccc(/C=C/C(=O)Nc2ccc3c(c2)OCCO3)c1OC	-3.4	-7.1	7.3	2.1	1	0.9	1	1	0.1	1.3

Exported with values under each structure: 4 of the compounds above.
Every second line gives: TNAP inh hiacc	TNAP inh noacc	Diaphorase inh	Efa HMGR inh	PMI act satM6P	Diaphorase act	TNAP act hiacc	PMI activator	FLuc stim CS	G6PDH counter
CC(=O)c1c(N2CCCCC2)nc(=S)n(Cc2ccccc2)c1C
    -2.3	2.0	17.6	-4.5	1.1	0.8	1	1.1	1	4.7
O=C(C[n+]1cc(-c2ccccc2)n2c1CCC2)c1cccs1
    -6.6	-17.2	9.3	-5.8	1.1	0.9	1.1	1.1	1	-1.5
CCn1c(/N=C/c2c[nH]c3ccccc23)nc2ccccc21
    -3.6	-8.1	27.6	-5.0	0.9	0.7	1	0.9	0.4	-1.0
Cc1ccc(S(=O)(=O)N2CCC(C(=O)NNC(=O)c3ccccc3)CC2)cc1
    -5.0	-22.2	9.7	-7.4	1	0.9	1.1	1	1.1	4.8

More entries:
SMILES	TNAP inh hiacc	TNAP inh noacc	Diaphorase inh	Efa HMGR inh	PMI act satM6P	Diaphorase act	TNAP act hiacc	PMI activator	FLuc stim CS	G6PDH counter
Cc1c(C(=O)NCc2ccc3c(c2)OCO3)oc2ccc(S(=O)(=O)N3CCCCCC3)cc12	-0.7	-6.9	18.1	-2.2	0.9	0.8	1	0.9	1	-44.7
COc1cc(C(=O)OCC(=O)N2CCCC2)cc(OC)c1OC	-3.3	-1.2	3.8	-0.5	1.1	1	1	1	1.1	9.7
C#CCN(CC=C)C(=O)CCc1nnc(COc2ccccc2)o1	-0.6	-3.2	·	-0.1	·	·	1	·	1	14.5
O=C(CN(Cc1ccco1)C(=O)c1cccc(Cl)c1)Nc1c(Cl)cc(Cl)cc1Cl	-5.4	-9.0	15.4	-8.8	1	0.8	1.1	1	1.1	6.1
O=C(CNC(=O)c1cccs1)NCC(=O)OCc1cccc(Cl)c1	-9.8	-15.2	13.3	4.9	0.9	0.9	1.1	1	1.1	2.7
Cc1ccnc(N2CCC(C(=O)NCc3ccc(F)cc3)CC2)n1	-6.2	-11.4	1.4	-0.8	1	1	1.1	1	1.1	18.2
O=C(CSc1nnc(-c2ccccc2F)n1CCc1ccccc1)Nc1ccc2[nH]c(=O)[nH]c2c1	-3.3	2.6	14.2	0.0	0.9	0.9	1	1	1.1	12.0
Cc1nn(Cc2ccccc2)c(C)c1NC(=O)c1cc2nc(-c3ccco3)cc(C(F)(F)F)n2n1	-3.7	-7.8	21.4	0.6	1	0.8	1	0.9	1.1	12.9
CN(CCO)C(=O)c1ccc(-c2nn(C)c(=O)c3ccccc23)cc1	-3.1	-6.2	0.7	-0.4	1	1	1	1	1.1	8.8
CC(=O)c1cc(CN2CCN(C3CCN(C(C)C)CC3)C(CCO)C2)cs1 (configuration not stated)	-8.2	-11.4	3.2	-3.0	0.9	1	1.1	0.9	1.1	13.0
O=C(CSc1nc(-c2cccs2)cc(C(F)(F)F)n1)NCCCN1CCOCC1	-2.9	-3.6	0.0	1.7	0.9	1	1	1	1	12.0
CCCCC1(Cc2cccc([N+](=O)[O-])c2)C(=O)N(c2ccccc2)N(c2ccccc2)C1=O	0.9	-6.2	16.1	-12.9	0.9	0.8	1	0.9	1.1	-13.1
O=C1C2C3c4ccccc4C(c4ccccc43)[C@@H]2c2nc3ccccc3n21 (some centres not stated)	-1.8	-5.4	17.1	-2.6	0.9	0.8	1	1	1.1	5.0
N#Cc1c(-c2ccccc2)nc(SCC(=O)Nc2ccccc2)[nH]c1=O	1.0	1.6	16.1	-0.7	1	0.8	1	1	1	-11.6
O=C(O)COc1cnc2ccccc2n1	-1.8	-2.2	9.2	0.5	1	0.9	1	1.1	1	21.5
Cc1cn(C2OC(COC(=O)c3ccccc3)C(OC(=O)c3ccccc3)C2OC(=O)c2ccccc2)c(=O)[nH]c1=O (configuration not stated)	1.3	-0.4	6.5	4.5	0.9	0.9	1	1	1	9.6
Cc1ccc(CC2C(=O)N(c3ncccn3)C(=O)C2C)cc1 (configuration not stated)	-9.0	-17.6	3.5	-7.8	1.1	1	1.1	1.1	1	0.3
NC(=O)c1ccc(Oc2ccc(Cl)c3ccccc23)c([N+](=O)[O-])c1	-6.6	-11.6	19.7	0.9	0.9	0.8	1.1	1	1.1	-0.2
O=C1NN(c2ccc(Cl)c(Cl)c2)C(=O)/C1=C/c1cccc(OC(=O)c2cccs2)c1	3.0	4.6	22.0	0.1	1.2	0.8	1	1.1	1.1	0.7
O=C(NC(=S)Nc1ccc(Br)cn1)c1cncc(Br)c1	0.8	10.0	14.9	-3.5	0.9	0.9	1	0.8	0.6	5.5
Cc1ccc(NC2=C(Cl)C(=O)N(C3CCCCC3)C2=O)cc1	-0.4	-1.8	17.5	-8.1	1	0.8	1	1	1.1	3.1
COc1ccc(N2C(=O)CC(N3CCN(C4CCc5ccccc5C4)CC3)C2=O)cc1 (configuration not stated)	0.3	-5.0	8.7	4.0	0.9	0.9	1	0.9	1	-20.9
Cc1cccc(N(C(=O)c2csnn2)C(C(=O)NC(C)(C)C)c2cccnc2)c1 (configuration not stated)	-7.7	-9.6	-24.1	-1.0	1.1	1.2	1.1	1.1	1	8.0
